# Screening data (PubChem)
# FXIa inh: blocks human coagulation factor XIa activity. P03951. purified human FXIa, fluorogenic AMC substrate cleavage. 0.3% of 33,000 active. inhibition, % at 10 µM;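 active = inhibition above 40% in the primary screen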;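 note: 0% = enzyme without compound and 100% = blank wells lacking enzyme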
# Target sequence (P03951 19-387 limits assumed): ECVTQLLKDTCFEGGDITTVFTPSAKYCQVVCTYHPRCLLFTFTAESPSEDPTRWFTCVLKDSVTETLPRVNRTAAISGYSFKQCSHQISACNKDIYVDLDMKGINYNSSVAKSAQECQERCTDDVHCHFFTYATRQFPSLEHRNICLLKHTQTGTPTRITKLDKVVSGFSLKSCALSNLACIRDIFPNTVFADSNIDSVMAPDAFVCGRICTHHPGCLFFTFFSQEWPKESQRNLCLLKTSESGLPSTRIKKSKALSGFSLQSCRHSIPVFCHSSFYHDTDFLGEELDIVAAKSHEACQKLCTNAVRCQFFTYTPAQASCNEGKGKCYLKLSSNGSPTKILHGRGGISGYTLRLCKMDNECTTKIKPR
# Target sequence (P03951 388-625 limits assumed): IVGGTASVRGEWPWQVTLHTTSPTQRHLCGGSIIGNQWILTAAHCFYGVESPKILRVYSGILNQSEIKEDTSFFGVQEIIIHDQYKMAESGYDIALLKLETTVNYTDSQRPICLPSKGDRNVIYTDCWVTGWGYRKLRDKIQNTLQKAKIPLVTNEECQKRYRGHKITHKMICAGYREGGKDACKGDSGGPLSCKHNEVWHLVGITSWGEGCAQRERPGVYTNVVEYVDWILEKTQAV
# FXIIa inh: inhibitors of human coagulation factor XIIa; purified human FXIIa, AMC substrate fluorescence, 2 h; AID 701; inhibition, % at 10 µM; P00748; 0.2% of 33,000 active; in the data active = inhibition above about 30%;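 note: 0% = enzyme with vehicle only and 100% = no enzyme blank; many of its hits are not listed in these tables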
# An asterisk follows results filed as active. An excerpt. The share of hits here may be higher or lower than overall.
FXIa inh	FXIIa inh	smiles
-10	6	CC(=O)N1CCc2cc(S(=O)(=O)N3c4ccccc4CC3C)ccc21 (stereo unspecified)
4	8	COC(=O)c1ccccc1NC(=O)CSc1nnc(C(C)NC(=O)c2ccc(Cl)cc2Cl)n1C (stereo unspecified)
7	3	O=C(Nc1ccc(Br)cc1)C1CCCN1S(=O)(=O)c1cccs1 (stereo unspecified)
-1	5	COc1ccccc1C(=O)CSc1n[nH]c(N)n1
8	10	CCN(CC)c1ccc(C2N(C(=O)N3CCOCC3)CCN2S(=O)(=O)c2ccc(C)cc2)cc1 (stereo unspecified)
-13	-13	Fc1cccc(Cl)c1-c1nnc2ccc(N3CCOCC3)nn12
3	-3	CCOC(=O)C1=C(CSc2nnnn2C)N(C)C(=O)NC1c1ccccc1 (stereo unspecified)
-5	2	Cc1ccc(C(CC(=O)N2CCCC2)c2ccccc2)c(O)c1C (stereo unspecified)
-2	1	COc1cc(NC(=O)C2CC2)c(C(=O)O)cc1OC
6	7	CC(C)(C)C(=O)Nc1nnc(CSCc2ccccc2F)s1
-2	5	O=C(CSc1nc2ccccc2c(=O)n1Cc1ccccc1)NCc1ccco1
1	9	O=C(NCC1CCCO1)C1CCN(S(=O)(=O)Cc2ccccc2)CC1 (stereo unspecified)
3	8	Cc1c(C(=O)O)sc2ncnc(N3CCCCC3C)c12 (stereo unspecified)
0	6	COc1ccccc1Nc1nc(N)nc(CSCCO)n1
4	5	O=C(CSCc1ccc(F)cc1)NC1CCCC1
-3	-3	O=C(CSc1nnc(CN2CCOCC2)n1-c1ccc(Cl)cc1)Nc1ccc2c(c1)OCO2
6	12	CCOc1ccc(OCC)c(NC(=O)C2CCN(S(=O)(=O)c3c(C)noc3C)CC2)c1
-6	8	CC(C)c1ccc(-c2noc(C3CCCN(S(C)(=O)=O)C3)n2)cc1 (stereo unspecified)
0	0	Cc1c(NC(=O)c2ccc3c(c2)OCO3)c(=O)n(-c2ccccc2)n1C
-1	-1	COc1ccc(N2CCN(S(=O)(=O)c3ccc(Cl)c(C(F)(F)F)c3)CC2)cc1
7	4	CC1CCC(NC(=O)c2cnccn2)CC1 (stereo unspecified)
0	-6	Brc1ccc(-c2ncc(-c3ccccc3)cn2)cc1
-3	5	CCOC(=O)NC1(Nc2ccc(Cl)cn2)Oc2ccccc2O1
6	3	CC(C)(C)c1ccc(OCCON2C(=O)CCC2=O)c(Cl)c1
-5	2	c1ccc2c(NC3=NCCCCS3)cccc2c1
33	-19	Cc1cccc(NC(=O)c2cc(NC(=O)CCCC(=O)O)ccc2Cl)n1
-10	3	Cc1noc(C)c1CSc1nc2sc3c(c2c(=O)n1C)CCCC3
0	1	O=C(NCc1ccc(F)cc1)c1cnc2n(c1=O)CCS2
-6	5	CCNc1nc(NC(C)C)nc(NS(=O)(=O)c2ccc(N)cc2)n1
-7	2	CCOC(=O)Cc1csc(NC(=O)c2ccc(OC)c(OC)c2)n1
-4	2	COc1ccc(CCNC(=O)C2CCCN2C(=O)Nc2cccc(C(C)=O)c2)cc1OC (stereo unspecified)
-9	5	CC(=O)NCC(=O)N(C)C(C(=O)Nc1ccc(C(C)C)cc1)c1ccccc1 (stereo unspecified)
7	11	N#C/C(=C\c1ccc[nH]1)C(=O)NC1CC1
7	1	Brc1ccc(Nc2nc3ccccc3n3nnnc23)cc1
6	5	O=C(CSc1nc2ccccc2[nH]1)Nc1c(F)cccc1F
-2	7	CCC(C)NS(=O)(=O)c1ccc(OCC(=O)N2CCCCC2)cc1 (stereo unspecified)
2	1	CN(C)CCNC(=O)C1CCCNC1=O (stereo unspecified)
0	6	CCN(CC)C(=O)CSc1nnc(SCc2ccc(Cl)cc2)s1
-2	7	Cn1c(SCC(=O)c2ccc3c(c2)OCCO3)nnc1C1CC1
9	2	O=C(CCC(=O)c1cccs1)c1cccs1
-9	-29	CN(CC(CC(=O)Nc1nncs1)c1ccccc1)S(=O)(=O)c1ccc(Br)cc1 (stereo unspecified)
6	6	CCOC(=O)C1C(=O)CC(C)(O)C(C(=O)OCC)C1c1ccc(OC)cc1 (stereo unspecified)
5	5	CCOC(=O)C1=C[C@]2(CC)CCCN3CCc4c(n1c1ccccc41)[C@@H]32
-10	2	CCN1CCN(CC(=O)N2c3ccccc3CC2C)CC1 (stereo unspecified)
-4	-2	CCS(=O)(=O)N1CCC(C(=O)NCc2cc(OC)ccc2OC)CC1
-1	6	CC(=O)C1=C(O)C(=O)N(c2cccnc2)C1c1ccc(Cl)cc1 (stereo unspecified)
-1	8	Cc1c(C2(c3c(C)n(C)n(-c4ccccc4)c3=O)C(=O)Nc3ccc(F)cc32)c(=O)n(-c2ccccc2)n1C
-11	3	CCC(=O)Nc1ccc(S(=O)(=O)N2CCN(c3ccc(F)cc3)CC2)cc1
3	2	CC(CCc1ccccc1)NC(=O)c1ccc(C(=O)NC(C)CCc2ccccc2)cc1 (stereo unspecified)
5	2	COc1ccc(-n2cnnc2SCC(=O)NC2CCS(=O)(=O)C2)cc1 (stereo unspecified)

# Other results.
FXIa inh	FXIIa inh	smiles
-8	6	Cc1cc(N)n2nc(C)c(-c3ccccc3)c2n1
-2	7	CC(C)N(C(=O)Cn1cnc2c(cnn2-c2ccccc2Cl)c1=O)C(C)C
20	-1	CCOC(=O)c1c(C)[nH]c(N=Nc2ccc(C)cc2)c1C
0	4	O=C(Cn1nc(-c2ccccc2)ccc1=O)NCC1CCCO1 (stereo unspecified)
-2	14	C=CCn1c(=O)/c(=C2/SC(C)=C(C)N2CC)s/c1=C1/C(=O)N(CC)C(=S)N1c1ccccc1
33	-13	CC(C)OC(=O)c1c(N)sc2c1CCCC2
-6	3	Cc1nn(Cc2ccc(Cl)cc2)c2sc(C(=O)OCC(N)=O)cc12
8	3	Cc1ccc(-c2nc3ncccn3c2NC2CCCC2)o1
-7	6	O=C(Nc1ccc2c(c1)OCO2)NC1(C(F)(F)F)Oc2ccccc2O1
-6	2	Cc1cccc(C)c1NC(=O)CSc1nc2ccccc2c(=O)[nH]1
-1	6	O=C(/C=C/c1ccco1)NC(=S)NNC(=O)c1ccco1
-2	1	CCOc1ccc(N(CC(=O)NCC2CCCO2)S(=O)(=O)c2ccc(SC)cc2)cc1 (stereo unspecified)
-4	10	CCn1c(SCc2nc3ccccc3s2)nnc1-c1ccccc1
-4	6	CN(C)C(CNS(=O)(=O)c1ccc(F)cc1)c1cccnc1 (stereo unspecified)
1	8	CC(NCc1ccccc1)C1COc2ccccc2O1 (stereo unspecified)
-4	6	CC(C)CC(C(=O)Nc1oc(-c2ccccc2)c(-c2ccccc2)c1C#N)N1C(=O)c2ccccc2C1=O (stereo unspecified)
-13	-15	Cn1c(=O)oc2cc(S(=O)(=O)N3CCCC(C(=O)NC4CCCc5ccccc54)C3)ccc21 (stereo unspecified)
7	6	Cn1c(NC(=O)c2ccco2)c(-c2ccc(Cl)cc2)c(=O)c2ccccc21
6	9	CCOC(=O)C1CSc2[nH]c(=O)sc2C1c1ccccc1 (stereo unspecified)
10	2	COc1ccc(C2CC(=O)Nc3cc(C)c(C)cc32)c(OC)c1OC (stereo unspecified)
-6	14	Brc1ccc(NC2=Nc3ccccc3CC2)cc1
-1	7	O=C(Nc1ccccc1)N1CCc2ccccc21
-1	2	COc1ccc(NC(=O)COC(=O)CCCc2c[nH]c3ccccc23)cc1
1	2	O=C(NC1CCS(=O)(=O)C1)c1c(NC(=O)C2COc3ccccc3O2)sc2c1CCCC2 (stereo unspecified)
-1	-5	C=CCOC(=O)CN1C(=O)c2ccccc2C1=O
2	4	Cc1cccc2cc(CN(Cc3ccc(F)cc3)C(=O)C(F)(F)F)c3nnnn3c12
2	2	COCCn1c(C)cc(C(=O)COC(=O)c2ccc(NC(=O)CC#N)cc2)c1C
4	5	Fc1ccc(C(c2nnnn2C2CCCC2)N(Cc2ccco2)CC2CCCO2)cc1 (stereo unspecified)
1	14	COc1cc(C)ccc1S(=O)(=O)N1CCN(C23CC4CC(CC(C4)C2)C3)CC1
-3	-17	O=C(CSc1n[nH]c(-c2cccnc2)n1)Nc1ccccc1
1	-11	Cc1nnc2sc(-c3ccc(NC(=O)c4cccnc4)cc3)nn12
5	0	COc1ccc(NC(=O)c2coc3ccccc23)cc1OC
-3	4	O=C(Cn1c(-c2cscn2)nc2ccccc21)Nc1ccc2ccccc2c1
-7	-2	Cc1noc2ncnc(Sc3ccccc3Cl)c12
3	8	CC1(C)CC(=O)c2sc(NC(=O)C3COc4ccccc4O3)nc2C1 (stereo unspecified)
-6	8	Cc1noc(C)c1C(=O)Nc1ccc(F)cc1F
20	4	C=CCn1c(SCc2ccc(C#N)cc2)nnc1-c1ccccc1
-1	5	Cc1cccc(OCc2nc(C#N)c(NCc3ccc4c(c3)OCO4)o2)c1
10	7	Cc1ccc(C)c(-n2nnnc2SCC(=O)Nc2c(C)n(C)n(-c3ccccc3)c2=O)c1
-7	3	NS(=O)(=O)c1ccc(NC(=O)C2COc3ccccc3O2)cc1 (stereo unspecified)
0	4	COc1ccc(C(=O)CN2C(=O)NC(C)(c3ccc(C)cc3)C2=O)cc1OC (stereo unspecified)
9	4	CC1=CS(=O)(=O)CC1Sc1nc2ccccc2[nH]1 (stereo unspecified)
0	6	COc1cc2c(cc1NC(=O)c1cccnc1)oc1ccccc12
10	4	Cc1cc(C)cc(Nc2cnn(C34CC5CC(CC(CC(=O)O)(C5)C3)C4)c(=O)c2Cl)c1
3	-4	O=C(NCCc1c[nH]c2ccccc12)c1cc2sccc2n1Cc1ccccc1
-10	3	O=C(O)CCC(NC(=O)C(Cc1ccc2c(c1)OCO2)NC(=O)c1ccccc1)C(=O)O (stereo unspecified)
-1	-1	C/C(=N\OCC(=O)N/N=C/c1ccc(C)cc1O)c1cccs1
0	8	OC(c1cccnc1)c1cccs1 (stereo unspecified)
2	8	Cc1ccc(C(=O)Nc2ncc(Cc3ccccc3)s2)o1
-5	1	Cc1ccc(C(C)C)c(OCC(=O)Nn2c(C)nc3ccccc3c2=O)c1

# 2 entries picked at random from those above, as already listed:
FXIa inh	FXIIa inh	smiles
3	8	CC1(C)CC(=O)c2sc(NC(=O)C3COc4ccccc4O3)nc2C1 (stereo unspecified)
-7	-2	Cc1noc2ncnc(Sc3ccccc3Cl)c12

# Later entries.
FXIa inh	FXIIa inh	smiles
1	6	CC(=O)c1ccc(S(=O)(=O)N2CCN(c3nc4c(C)c(C)ccc4cc3C#N)CC2)cc1
4	11	O=C1CCCc2[nH]nc(-c3cccnc3)c21
-12	5	Cn1c(-c2ccc(Br)cc2)cnc1NCc1cccnc1
-15	3	O=C(O)c1ccccc1CSc1nc2ccccc2o1
1	2	CCN1CC(O)=C(c2nc3ccccc3s2)C1=N
1	7	COc1cccc(-c2cnc(NCc3cc(Cl)ccc3O)n2C)c1
1	3	CCCn1c(N2CCN(Cc3cccc(C)c3)CC2)nc2c1c(=O)[nH]c(=O)n2C
-5	-1	COc1cccc(N(CC(=O)NCCSc2ccccn2)S(C)(=O)=O)c1
5	5	CCOC(=O)CC(N)c1ccc(OC)cc1 (stereo unspecified)
0	8	Cc1cccc(NCc2nc3ccccc3n2Cc2ccccc2)c1
-9	-2	COC(=O)c1cc2c(ccn2-c2ccc(F)cc2)n1C(C)C
-4	7	O=C(CCn1cnc2ccccc2c1=O)Nc1ccc(Cl)c(Cl)c1
4	8	CC12CC(NC(=O)N1c1cccc(C(=O)Nc3ncn[nH]3)c1)c1ccccc1O2 (stereo unspecified)
0	5	COc1ccc(C2NCCO2)cc1OC (stereo unspecified)
-12	-10	Cc1ccccc1Cn1c(=O)n(CCCC(=O)NCc2ccco2)c(=O)c2sccc21
-10	3	COc1ccccc1-n1cnc2cc(NCc3ccccn3)ccc21
32	-16	CC(=O)NC(c1ccc(F)cc1)c1cccnc1 (stereo unspecified)
-6	4	COC(=O)c1ccc(NC(=O)C2CC(=O)N(c3ccc(C)cc3)C2)cc1 (stereo unspecified)
0	-1	O=C(NNC1=C(C(=O)C(F)(F)F)CCC1)c1ccccc1Cl
34	-18	COc1ccc2[nH]c(=O)c(CN(C(=O)c3cccnc3)c3ccc(C)cc3)cc2c1
6	4	c1ccc(Nc2nc(N3CCOCC3)c3ccccc3n2)cc1
-2	4	C=CCn1c(SCc2csc(C)n2)nc2sc3c(c2c1=O)CCC(C)C3 (stereo unspecified)
8	7	O=c1sc(Nc2ccccc2)nc2ccsc12
-6	3	CCCCCCCCS(=O)C1CCS(=O)(=O)C1 (stereo unspecified)
-4	7	COc1ccc2[nH]c(=O)c(CNc3ccccc3)cc2c1
-8	14	CC(C)(C)NS(=O)(=O)c1ccc(CCC(=O)Nc2ccc3c(c2)OCO3)cc1

# By substructure, the compounds so far with an NH in an aromatic ring
FXIa inh	FXIIa inh	smiles
-1	5	COc1ccccc1C(=O)CSc1n[nH]c(N)n1
7	11	N#C/C(=C\c1ccc[nH]1)C(=O)NC1CC1
6	5	O=C(CSc1nc2ccccc2[nH]1)Nc1c(F)cccc1F
20	-1	CCOC(=O)c1c(C)[nH]c(N=Nc2ccc(C)cc2)c1C
-6	2	Cc1cccc(C)c1NC(=O)CSc1nc2ccccc2c(=O)[nH]1
6	9	CCOC(=O)C1CSc2[nH]c(=O)sc2C1c1ccccc1 (stereo unspecified)
-1	2	COc1ccc(NC(=O)COC(=O)CCCc2c[nH]c3ccccc23)cc1
-3	-17	O=C(CSc1n[nH]c(-c2cccnc2)n1)Nc1ccccc1
9	4	CC1=CS(=O)(=O)CC1Sc1nc2ccccc2[nH]1 (stereo unspecified)
3	-4	O=C(NCCc1c[nH]c2ccccc12)c1cc2sccc2n1Cc1ccccc1
4	11	O=C1CCCc2[nH]nc(-c3cccnc3)c21
1	3	CCCn1c(N2CCN(Cc3cccc(C)c3)CC2)nc2c1c(=O)[nH]c(=O)n2C
4	8	CC12CC(NC(=O)N1c1cccc(C(=O)Nc3ncn[nH]3)c1)c1ccccc1O2 (stereo unspecified)
34	-18	COc1ccc2[nH]c(=O)c(CN(C(=O)c3cccnc3)c3ccc(C)cc3)cc2c1
-4	7	COc1ccc2[nH]c(=O)c(CNc3ccccc3)cc2c1
